# Source: PubChem (several laboratories)
# PrPC surface inh – reduces human prion protein on the cell surface; P04156; cell surface PrPC, TR-FRET read-out; inhibition, % at 13.8 µM; 0.43% of 370,000 active; AID 720596; in the data active = inhibition above about 24%; also: 0% = median of the test wells and 100% = reference compound wells
# TcdB GH inh – blocks C. difficile toxin B glycohydrolase activity; inhibition, % at 9.99 µM; 0.24% of 350,000 active; TcdB glycohydrolase enzymatic assay, plate reader; in the data active = inhibition above about 10%
# Numbers without * were called inactive; & = joins results of further samples. An excerpt. The share of hits here may be higher or lower than overall.
# The opening two compounds (preview)
compound	PrPC surface inh	TcdB GH inh
Cc1cccc(C)c1NC(=O)C1C(c2ccccc2)=Nc2ccccc2N1C(=O)c1cnccn1 (configuration not stated)	-7	0.0
C=CCCC1CN(Cc2ccc(OC)cc2)S(=O)(=O)c2c(F)cccc2O1 (configuration not stated)	0	0.3

# The whole of this part, from the start:
compound	PrPC surface inh	TcdB GH inh
Cc1cccc(C)c1NC(=O)C1C(c2ccccc2)=Nc2ccccc2N1C(=O)c1cnccn1 (configuration not stated)	-7	0.0
C=CCCC1CN(Cc2ccc(OC)cc2)S(=O)(=O)c2c(F)cccc2O1 (configuration not stated)	0	0.3
COc1cccc(C(=O)N[C@H](C(=O)N2CCC[C@H]2C(=O)NC2CCCC2)c2ccccc2)c1	-1	2.3
COc1ccc2cc(C(=O)CS(=O)(=O)c3ccc(Cl)cc3)c(=O)oc2c1	3	0.0
COc1ccc(C(C(=O)NC(C)(C)C)n2c(-c3ccc(=O)[nH]c3)nc3ccccc32)cc1 (configuration not stated)	12	0.3
COC(=O)C(C(=O)OC)c1ncccc1NS(=O)(=O)c1ccc(C)cc1	1	-0.1
COc1ccccc1CCn1cnc(-c2cccc(F)c2)c1C(C)C	2	1.1
CCOC(=O)C1=CCN(S(=O)(=O)c2ccccc2Br)C1c1ccc(Cl)cc1 (configuration not stated)	12	1.8
Cc1cc(NC(=O)CCc2c[nH]c3ccccc23)ccc1Nc1cccnc1	11	-2.3
O=C(CC1CCCC1)N[C@@H](Cc1cccnc1)C(=O)N1CCC[C@H]1C(=O)NCCc1ccccc1Cl	-5	-0.6
CCCCCNC(=O)C(c1ccccc1F)n1c(=O)c(-c2ccco2)nc2ccccc21 (configuration not stated)	-2	-0.1
CN(C)c1cccc2c(S(=O)(=O)NCC3CCN(C(=O)C(=O)c4cccs4)CC3)cccc12	-1	0.4
CN(C)CC(=O)N[C@@H]1C[C@@H]2O[C@H](CO)CC[C@@H]2O[C@@H]1CCc1ccc(C#Cc2ccccc2)cc1	10	-1.3
COc1ccc(C2CC(=O)C(c3ccc(Cl)cc3)=CN2Cc2ccccc2)cc1 (configuration not stated)	11	0.2
CCN=C1NC(c2ccccc2)C(C(=O)OC)=C(C)N1Cc1ccc(C(F)(F)F)cc1 (configuration not stated)	-12	0.6
CCc1cc2c(nc1CC)CCCN2S(=O)(=O)c1ccc(C(F)(F)F)cc1	3	2.2
CCNC(=O)N1CCN(c2ccc(N3CCN(Cc4ccccc4)[C@H](C)C3)c(C)c2)[C@H](C)C1	5	1.5
COc1ccc(-c2c(C(=O)c3ccc(Br)cc3)[nH]c(N)c2C(=O)NCCc2c[nH]c3ccccc23)cc1OC	-4	0.8
COc1ccc(N2C(=O)c3n[nH]c(C(C)C)c3C2c2ccccc2)cc1 (configuration not stated)	-1	1.7
COC(=O)C1(C(=O)OC)C[C@H](/C=C/c2ccccc2)N(Cc2ccccc2OC)[C@@H]1c1ccc(F)cc1	12	-4.0
COc1ccc(OC)c(CN(CC(F)(F)F)S(=O)(=O)c2ccccc2Br)c1	5	2.5
CCC(C(=O)Nc1c(C)cccc1C)n1c(-c2ccc(-c3ccccc3)cc2)nc2ccccc21 (configuration not stated)	6	-3.9
O=C(NC1CCCC1)[C@@H]1CCCN1C(=O)[C@H](Cc1cccnc1)NC(=O)N1CCOCC1	1	-0.8
O=C1c2ccccc2/C(=C\c2ccc(O[C@@H]3CCCCO3)cc2)N1c1ccccc1	-2	6.7
COC(=O)C1=C(C)N(Cc2ccccc2C(F)(F)F)C(=NCc2ccc3c(c2)OCO3)NC1c1ccc(Cl)cc1 (configuration not stated)	-8	1.5
Nc1ncnc2c1ncn2[C@@H]1O[C@H](C(=O)N[C@@H](CCc2ccccc2)C(=O)NCC(=O)N2CCOCC2)[C@@H](O)[C@H]1O	-2	-0.7
Cc1ccccc1C(=O)N(C)[C@H]1C[C@H]2c3[nH]c4c(-c5ccc6c(c5)OCO6)cccc4c3CCN2C(=O)[C@H]1[C@H](C)O	3	1.5
C[C@H]1[C@@H](c2ccccc2)Oc2ccc(Cl)cc2S(=O)(=O)N1Cc1cccc(Cl)c1	8	0.4
COC(=O)[C@@]12C[C@@H](CC(=O)NCc3cccc4ccccc34)C(=O)N(Cc3ccc4c(c3)OCO4)C1=CCC(C)(C)C2	2	1.1
COC(=O)C[C@@H]1CC[C@H]2[C@@H](COc3ccc(NC(=O)Nc4ccccc4C)cc3C(=O)N2C)O1	0	1.4
CNC(=O)C[C@H]1CC[C@@H]2NC[C@H](O)COC[C@H]2O1	10	1.8
C#CCN1CC(COc2ccccc2)Oc2cccc(Oc3ccc(SC)c(C)c3)c2S1(=O)=O (configuration not stated)	-1	-9.3
Cc1ccc(CN2CC=CS2(=O)=O)cc1	1	-0.3
CCOC(=O)[C@]12CCCC=C1N(CCC1=CCCCC1)C(=O)[C@H](CC(=O)NCc1ccc(C)o1)C2	1	0.6
CN(C)CC(=O)N[C@H]1C[C@@H]2O[C@@H](CO)CC[C@@H]2O[C@@H]1CCc1ccc(C2=CCCCC2)cc1	-4	-9.7
C[C@@H]1CN([C@@H](C)CO)C(=O)CCCn2cc(nn2)CO[C@H]1CN(C)C(=O)Nc1ccc(C(C)(C)C)cc1	1	-0.3&-0.9
Cc1cc(Nc2cccc([N+](=O)[O-])c2)cc(=O)n1-c1cccc([N+](=O)[O-])c1	-19	0.7
C=CCN1CC[C@]23c4c5ccc(O)c4OC2C(=O)CC[C@@]3(O)[C@H]1C5 (some centres not stated)	0	0.6
COC(=O)CCN1CCSCCS1(=O)=O	-1	1.7
COc1ccc(C(=O)CC2(O)C(=O)N(CN3CCOCC3)c3ccc(Br)cc32)cc1 (configuration not stated)	-1	2.2
CC(C)(C)C1=CC(CC(N)=O)(C(C)(C)C)OC1=O (configuration not stated)	-3	1.4
CCOC1=C2CN(S(=O)(=O)c3ccc(C)cc3)C(c3ccc(CC)cc3)CC2N(S(=O)(=O)c2ccc(C)cc2)C(c2ccc(CC)cc2)C1 (configuration not stated)	7	0.3
O=C(C(=O)N1CCC(c2ccccc2)CC1)c1ccc(F)c(F)c1	0	1.5
Cc1cccc(C)c1NC(=O)C(c1cccc2ccccc12)n1c(=O)c(-c2ccco2)nc2ccccc21 (configuration not stated)	7	-0.2
COCc1cc(N2CCNC[C@H]2C)ccc1N1CCN(Cc2ccccc2)[C@@H](C)C1	-6	0.2
NC(=O)c1ncn([C@@H]2O[C@H](C(=O)N3CCN(Cc4ccccn4)CC3)[C@@H](O)[C@H]2O)n1	3	0.8
COC(=O)/C=C1\OCc2cc(OC)c(OCc3ccccc3)cc21	-8	0.8
O=S(=O)(NCc1ccc(Cl)c(Cl)c1)c1cc(Cl)ccc1N1CC[C@@H](O)C1	14	-0.8
CCCCNC(=O)C[C@@H]1C[C@@]2(C(=O)OC)CC(C)(C)CC=C2N(Cc2ccccc2)C1=O	7	3.5
COc1cccc(CNC(=O)[C@H]2CCCN2C(=O)[C@H]2CCCN2C(=O)c2cccc(Cl)c2)c1	-5	-0.3
CCC(CC)C(C(=O)NCc1ccccc1)N1CCN(C(=O)C2CCCO2)CC1 (configuration not stated)	7	0.7
CCCCNc1ccc2c(c1)OC[C@H](Cc1ccccc1)NS2(=O)=O	-4	0.6
COC(=O)c1cn(CC(C)n2c(=O)c3ccccc3n2Cc2cc(C(C)C)no2)nn1 (configuration not stated)	0	-0.3
COC(=O)c1cc2c(c3c4cc(OC)ccc4n(S(=O)(=O)c4ccc(C)cc4)c13)C(=O)N(C)C2	9	-1.8
Cc1ccc(S(=O)(=O)N2[C@@H](Cc3ccccc3)CO[C@H]2CC(=O)OCc2ccccc2)cc1	0	-0.4
COC(=O)C[C@@H]1CC[C@@H]2[C@@H](COc3ccc(NC(=O)Nc4cccc(Cl)c4)cc3C(=O)N2C)O1	-1	0.1
CC(=NNc1ccc2ccccc2n1)c1ccccn1	10	-0.1
C#CCNC(=O)C[C@@H]1C[C@@]2(C(=O)OC)CCCCC=C2N(Cc2ccc3c(c2)OCO3)C1=O	-5	0.9
Cc1noc(C)c1S(=O)(=O)N(C)C[C@@H]1OCc2cnnn2CCCC(=O)N([C@@H](C)CO)C[C@@H]1C	4	-0.2&-5.4
C[C@H](O)[C@@H]1C(=O)N2CCc3c([nH]c4c(-c5ccccc5)cccc34)[C@@H]2C[C@@H]1N(C)C(=S)NCCc1ccccc1	-6	0.5

# Next compounds
compound	PrPC surface inh	TcdB GH inh
O=C(C(O)c1ccccc1)N1CCN(S(=O)(=O)c2ccc(OC(F)(F)F)cc2)CC1 (configuration not stated)	-6	0.5
Cc1cc(Br)cn2c(Cc3ccccc3C(F)(F)F)c(-c3ccc(F)cc3)nc12	8	3.1
S=C1NCCN1c1ccc(Cl)cc1	6	-0.2
O=C1[C@@H]2[C@H](C(=O)N1C[C@@H](COCc1ccccc1)Oc1cccc3c1S(=O)(=O)N(CCc1ccc(F)cc1)C[C@H](COCc1ccccc1)O3)[C@@H]1C=C[C@H]2C1	-10	0.5
COC(=O)C1=C(C)N(Cc2ccccc2C(F)(F)F)C(=NCc2ccc3c(c2)OCO3)NC1c1cccc(Cl)c1 (configuration not stated)	1	1.8
COC1=CC(=O)OC(c2cccc(C#N)c2)C1 (configuration not stated)	4	-1.0
CC(C)NC(=O)N(C)C[C@H]1OCc2cn(nn2)CCCC(=O)N([C@H](C)CO)C[C@@H]1C	-3	-1.0&1.7
COc1ccc(-c2nc3ccc(C)cn3c2Cc2ccccc2C(F)(F)F)cc1OC	2	1.9
CCN(C(=O)CCc1cn(CC)c2ccccc12)c1ccc(Oc2cccnc2)cc1	5	-11
O=C1C=C(OCCF)CC(c2ccccc2C(F)(F)F)O1 (configuration not stated)	7	1.9
CCC(c1nc2ccccc2[nH]1)n1c(-c2ccc3cc[nH]c3c2)nc2ccccc21 (configuration not stated)	6	1.3
COC(=O)[C@]12C[C@H](CC(=O)N3CCN(C(=O)c4ccco4)CC3)C(=O)N(CCC3=CCCCC3)C1=C[C@H](COCc1ccccc1)O[C@@H]2C	-3	0.8
Cc1ccc(S(=O)(=O)N2[C@H](CC(=O)c3ccc(Cl)c(Cl)c3)OC[C@@H]2C)cc1	8	2.3
COc1ccc(C(C(=O)NC2CCCC2)n2c(-c3cccs3)nc3ccccc32)cc1 (configuration not stated)	3	-1.0
COc1ccccc1CCn1cnc(-c2ccccc2OC)c1C(C)C	17	-9.1
NC(=O)[C@@H]1CCCN1C(=O)[C@H]1O[C@@H](n2ccc(N)nc2=O)[C@H](O)[C@@H]1O	-7	0.7
O=C(N[C@H](Cc1ccccc1)C(=O)N1CCN(CC(=O)N2CCCC2)CC1)[C@H]1O[C@@H](n2ccc(=O)[nH]c2=O)[C@H](O)[C@@H]1O	-4	1.8
O=C1Nc2ccccc2C(=O)N(c2ccc3c(c2)OCCO3)C1C(=O)NC1CC1 (configuration not stated)	8	-0.4
Nc1nc2ccccc2cc1C(=O)NCc1ccc(-c2ccccc2)cc1	21	-0.2
COc1ccc(C2CC(=O)C(c3cccc(Cl)c3)=CN2Cc2ccccc2)cc1 (configuration not stated)	8	0.4
Cc1ccc(Cc2nc3ccccc3n2C(CCc2ccccc2)c2nc3ccccc3[nH]2)cc1 (configuration not stated)	7	0.7
CCC(C)CN1C(=O)CN(S(C)(=O)=O)CC1(C)C(=O)Nc1ccc2c(c1)OCCO2 (configuration not stated)	0	1.2
O=C(NCC1CCN(C(=O)C(=O)c2cccs2)CC1)c1ccc2ccccc2c1	4	0.6
COC(=O)[C@@]12C[C@@H](CC(=O)N3CCN(C(=O)c4ccco4)CC3)C(=O)N(CCc3ccc(OC)c(OC)c3)C1=CCC(C)(C)C2	10	0.8
Nc1[nH]c(C(=O)c2ccccc2)c(-c2ccc(Cl)cc2Cl)c1C(=O)c1ccccc1	3	1.5
C[C@H](CO)N1C[C@H](C)[C@@H](CN(C)C(=O)Nc2ccc(-c3cccs3)cc2)OCc2cn(nn2)CCCC1=O	-7	0.2&1.8
N#CCS(=O)(=O)c1cccc[n+]1[O-]	5	-0.4
COc1ccc(C2O[C@@H](C)[C@@H]3C(=O)N4CCc5c([nH]c6ccccc56)[C@@H]4C[C@@H]3N2C)cc1 (some centres not stated)	2	1.1
COc1ccccc1-c1ccc(OCCCN2CCC(C(O)(c3ccccc3)c3ccccc3)CC2)cc1	-17	1.8
C[C@H]1CNCCN1c1ccc(N2CC[C@@H](O)C2)c(C#N)c1	-2	-24
CC1=NC2=CC=CC3=NC(C(Cl)(Cl)Cl)=NC(=N1)N23	-1	0.6
Cc1[nH]c2ccccc2c1CC(=O)Nc1ccc(Nc2cccnc2)c(-c2ccc(F)c(F)c2)c1	-4	-0.7

# At a glance, part of the list above.
compound	PrPC surface inh	TcdB GH inh
O=C(C(O)c1ccccc1)N1CCN(S(=O)(=O)c2ccc(OC(F)(F)F)cc2)CC1 (configuration not stated)	-6	0.5
Cc1cc(Br)cn2c(Cc3ccccc3C(F)(F)F)c(-c3ccc(F)cc3)nc12	8	3.1
S=C1NCCN1c1ccc(Cl)cc1	6	-0.2
O=C1[C@@H]2[C@H](C(=O)N1C[C@@H](COCc1ccccc1)Oc1cccc3c1S(=O)(=O)N(CCc1ccc(F)cc1)C[C@H](COCc1ccccc1)O3)[C@@H]1C=C[C@H]2C1	-10	0.5
COC(=O)C1=C(C)N(Cc2ccccc2C(F)(F)F)C(=NCc2ccc3c(c2)OCO3)NC1c1cccc(Cl)c1 (configuration not stated)	1	1.8
COC1=CC(=O)OC(c2cccc(C#N)c2)C1 (configuration not stated)	4	-1.0
